Screens as filed in PubChem.
Pf Dd2 inh = Plasmodium falciparum Dd2 growth inhibition. Potency, µM (titrated, usually from 28.9 µM), for the others: top-dose activity, negative = inhibition, usual class: inhibitors. P. falciparum Dd2 growth, SYBR Green, 72 h. 120,000 tested, 4.3% active; active means well fitted inhibition curve with a large enough effect; inconclusive means small, poorly fitted or top-dose-only effect; inactive means no such curve, though single readings can be large or run the other way;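 further: plate controls were DMSO vehicle for no effect and reference drug for full effect; nearly all actives have a fitted effect of over 65% in size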
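Infected erythrocytes (Dd2, 0.3% parasitemia, 2.5% hematocrit final) are added to compound in RPMI-1640/Albumax II medium, grown 72 h at 37C in low oxygen, then lysed with saponin/Triton-X containing SYBR Green and read by fluorescence.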
* = called active by the depositor; i = inactive; u = inconclusive; [ ] = remark or other dose. Potency means the concentration at half of the fitted maximal effect. Only part of the results is shown; rates above refer to the full screens.

Sample of the layout, five compounds:
molecule | Pf Dd2 inh
C[S+](=O)([O-])N1CCN(C(=O)N2CC3CC(C2)[C@H]2CCCC(=O)N2C3)CC1 (stereo not given in full) | -23%
CC(C)(C)c1ccc(-c2nc(SCCCOc3ccccc3)n3[nH]c(=O)cc3n2)cc1 | 10µM*
Cc1ccc(NC(=O)Cn2nc(Cc3ccncc3)c3ccccc3c2=O)c(Cl)c1 | 6%
CN1CC2(CCN(Cc3cn[nH]c3-c3cccs3)CC2)CC1C(=O)N1CCOCC1 (stereo not given) | u
CN1CCCC12Cc1ccccc1CN(C(=O)C1CCCC1)C2 (stereo not given) | u

The list itself, from the start:
molecule | Pf Dd2 inh
C[S+](=O)([O-])N1CCN(C(=O)N2CC3CC(C2)[C@H]2CCCC(=O)N2C3)CC1 (stereo not given in full) | -23%
CC(C)(C)c1ccc(-c2nc(SCCCOc3ccccc3)n3[nH]c(=O)cc3n2)cc1 | 10µM*
Cc1ccc(NC(=O)Cn2nc(Cc3ccncc3)c3ccccc3c2=O)c(Cl)c1 | 6%
CN1CC2(CCN(Cc3cn[nH]c3-c3cccs3)CC2)CC1C(=O)N1CCOCC1 (stereo not given) | u
CN1CCCC12Cc1ccccc1CN(C(=O)C1CCCC1)C2 (stereo not given) | u
Cc1oc2c(c1C(=O)NC1CCOC3(CCOCC3)C1)C(=O)CCC2 (stereo not given) | 21%
COc1ccccc1-c1cc(-c2cccc([S+](C)(=O)[O-])c2)c2onc(C)c2n1 | i
CCN(CC)C(=O)Cc1cccn1-c1ccc(Cl)cc1 | -32%
COc1cccc(C(=O)NCC2(COc3ccc(C(F)(F)F)cn3)C[C@@H](O)[C@@H](O)C2)c1 (stereo not given in full) | -22%
Cc1ccc(CN(C(=O)c2ccc([N+](=O)[O-])cc2)c2ccccn2)cc1 | 7%
COc1cc(OC)cc(OCc2nc3c(n2Cc2ccccc2)C(=O)N(Cc2ccccc2C#N)CCN3)c1 | u
COc1cccc(C(=O)c2cn(CC(=O)Nc3ccc4c(c3)OCCO4)c3nc(C)ccc3c2=O)c1 | -1%
Cc1cc(C)cc(NC(=O)CSc2nc(-c3ccccc3)c3cc(F)ccc3n2)c1 | -17%
CCc1ccc(NC(=O)CSc2nc3ccccc3nc2Cc2ccccc2OC)cc1 | i
COc1cc2c(=O)n(CCC(=O)NCC3CCCO3)c(=O)n(CC(=O)Nc3ccc(C)c(C)c3)c2cc1OC (stereo not given) | 9%
CCOCC(=O)NC1CCN(c2cnn(Cc3ccccc3)c(=O)c2)CC1 | -1%
CCc1ccccc1NC(=O)Cn1nnc(-c2nc(-c3ccc(C)cc3)no2)c1N | -22%
CC1=C[C@@H](CNC(=O)CCCC(=O)O)[C@H](C(C)C)C[C@H]1Cc1nc2c(C)cccc2[nH]1 | u
O=C(COc1ccc(F)cc1)N1CCN(c2cc(C(F)(F)F)ncn2)CC1 | u
COc1ccc(CNC(=O)CCc2conc2-c2ccc(C)cc2)cc1 | -3%
Cc1ccc(-c2cc(N3CCC(CNC(=O)c4ccc(=O)[nH]c4)CC3)n[nH]2)cc1 | 13µM*
NCC1CCCN(Cc2ccc(-c3nc(CCn4cccn4)cc(=O)[nH]3)cc2)C1 (stereo not given) | -19%
CCN1CCCC1CNC(=O)CC[C@H]1NC(=O)c2ccccc2NC1=O (stereo not given in full) | -6%
COc1ccc(-c2noc(-c3cccn3CC(=O)NCCC3=CCCCC3)n2)cc1F | u
COc1cc(OCc2ccccc2)ccc1CN1C[C@@H]2CCN[C@@H]2C1 | 10µM*
O=C(NCCc1noc(C2CC2)n1)c1ccc(OC(F)(F)F)cc1 | 12%
COC(=O)[C@@H]1Cc2ncn(Cc3ccc(Cl)cc3)c2CN1C(=O)COc1ccccc1 | u
Cc1ccc(OCc2nc(C3CCCCN3)no2)cc1 (stereo not given) | -15%
COc1ccc(N(C(=O)c2ccccc2)S(=O)(=O)c2ccc3c(c2)n(C)c(=O)n3C)cc1 | -1%
COc1ccccc1N1CCN(C(=O)CCSCc2ccccc2F)CC1 | 11%
CC(=O)NC(CO)C(=O)N1CCc2[nH]nc(-c3ccc(F)c(F)c3)c2C1 (stereo not given) | 5%
Cc1cc(C)c(NC(=O)Cn2c(=O)n(CCC(=O)NCc3ccc4c(c3)OCO4)c(=O)c3ccccc32)c(C)c1 | 57%[activator]
Cc1noc([C@H]2CCN(S(=O)(=O)c3cn(C)cn3)C[C@H]2NC(=O)C2CC2)n1 | i[5.79 µM]
CCCCOc1ccc(C2=NC(c3ccncc3)=Nc3ccc(Br)cc3N2)cc1 | -12%
Cc1ccc(OC2(C(=O)O)CCN(Cc3ccc(CO)o3)CC2)cc1 | 1%
COc1ccc(CNC(=O)N2CCCC(Cc3noc(-c4ccccn4)n3)C2)cc1 (stereo not given) | i
CCC(=O)N(C1CCOCC1)C1CCN(S(=O)(=O)c2ccc(C(C)C)cc2)CC1 | i
COc1ccc(NC(=O)[C@H]2CCC[C@H]2NC(=O)c2cnc(C)cn2)cc1 | -11%
CC(C)c1ccc(NC(=O)c2cc3c(s2)-c2ccccc2SC3)cc1 | -19%
O=C(C1CCOCC1)N1CC(CNc2ccccc2)C2(C1)CN(c1ccccc1)C2 (stereo not given) | u
O=C(CC1CCCCC1)N1CC(F)(F)C[C@H]1c1nnc(C2CC2)o1 | 7%
COc1ccc(Nc2ncc(-c3ccccc3OC)c3c2OCC3)cn1 | u
COC(=O)CO[C@@H]1CO[C@H]2[C@@H]1OC[C@@H]2NS(=O)(=O)c1cccc2cccnc12 | 9%[44.1 µM]
CCn1cc(C(=O)OCC(=O)Nc2cc(C)cc(C)c2)c(=O)c2ccc(C)nc21 | 29%
CCC1Oc2ccc(NC(=O)Cc3ccc(OC)cc3)cc2CN(Cc2ccc(OC)cc2)C1=O (stereo not given) | -17%
N#Cc1cccc(NC(=O)N2C[C@@H]3C[C@H](C2)c2c(-c4ccccc4)ccc(=O)n2C3)c1 | i
COc1ccc(NC(=O)N2C[C@@H]3C[C@H](C2)c2ccc(NC(=O)c4ccccn4)c(=O)n2C3)cc1 | -20%
Cn1c(=O)n(-c2ccc(Br)cc2F)c(=O)c2sc3ccccc3c21 | 58%[activator]
COC[C@@H]1CN(c2ncccn2)C[C@H]1C(=O)N1CCc2ccccc21 | 3%
Cc1ccccc1C(=O)N1CCN(CCc2ccccn2)CC1 | 3%

New compounds follow.
molecule | Pf Dd2 inh
COc1ccc(NC(=O)N[C@H]2[C@H](O)[C@@H](N(C)CCc3ccccn3)[C@@H]3OC[C@H]2O3)cc1 | i
Cc1noc(C2CC3(CCN(C(=O)c4cccn4C)CC3)CN2C)n1 (stereo not given) | u
Cc1ccc([S+](=O)([O-])N2CCC(c3nn(-c4ccccc4)c(=O)[nH]3)CC2)cc1 | -15%
Cc1ccc(-c2cc3c(=O)n(CCNC(=O)c4cccc5[nH]ccc45)ccn3n2)cc1C | u
Cc1ccc(-n2nc(C)c([C@@H]3C=C[C@@H](N)C3)c2C)cc1Cl | i
O=C(NC1CCCC1)c1ccc(CSc2nc3cccnc3n2Cc2ccc(F)cc2)cc1 | 28%
Cc1ccc(C(=O)N2CCC(OC3CCN(C)CC3)CC2)cc1F | -10%
COc1ccc(NC(=O)N2CC[C@H]3CC(=O)N(CCN4CCNC4=O)CC[C@H]3C2)cc1 | 44%[activator][44.1 µM]
Cc1oc(-c2ccccc2Cl)nc1CSc1nncn2c1cc1occc12 | -23%
CCOc1ccc(CC(=O)N2CCCN(c3cc(-c4ccccc4)[nH]n3)CC2)cc1OCC | -14%
Cc1ccc(C(=O)N2CCC3(CC(C(C)C)=NO3)C2)cc1 (stereo not given) | 21%[44.1 µM]
CN(C)C[C@@H]1CN(C(=O)c2cccc(N3CCCC3=O)c2)C[C@@H]1CO | 1%
O=C(c1cccc(C(F)(F)F)c1)N1CCC(c2nn(-c3ccc(Cl)cc3)c(=O)[nH]2)CC1 | i
CCCCNC(=O)CN1C(=O)NC2(CCOCC2)C1=O | 8%
CC(=O)c1ccc(NC(=O)CN2C(=O)NC3(CCC(C(C)(C)C)CC3)C2=O)cc1 (stereo not given) | i
CN(C)CC(C)(C)Cn1ccnc1-c1cn(C2CCNCC2)nn1 | -1%
C=CCO[C@@H]1CCN(C(=O)COCC(=O)O)[C@H](C(=O)N[C@@H](Cc2cccs2)C(N)=O)C1 | 2%
CC(C)(C)c1ccc(C(=O)NCc2nnc3c(-c4nc(C5CC5)no4)cccn23)cc1 | u
COc1ccc(NC(=O)O[C@@H]2CO[C@H]3[C@@H]2OC[C@@H]3Nc2nccc(-c3cccs3)n2)cc1 | 14%
Cc1ccc(CCNc2ncncc2-c2nc(-c3ccccc3)no2)cc1 | i
COc1cc(NC(=O)CCn2nc(C)c(S(=O)(=O)N3CCCCC3)c2C)cc(OC)c1OC | 16%
CC(C)C1=NS(=O)(=O)c2cc(NC(=O)c3ccco3)ccc2N1c1ccccc1 | i
CCn1cc(-c2ccc(C)cc2)cc1C(=O)N1CCN(c2ccccn2)CC1 | -33%
Cc1csc(NC(=O)c2ccc3c(c2)OCC(=O)N(Cc2cnn(C)c2)C3)n1 | i
CC(C)Cn1c(=O)c2ccccc2n2c(CCC(=O)N3CCN(c4ccccc4)CC3)nnc12 | u

2 neighbouring compounds out of the list so far:
molecule | Pf Dd2 inh
Cc1csc(NC(=O)c2ccc3c(c2)OCC(=O)N(Cc2cnn(C)c2)C3)n1 | i
CC(C)Cn1c(=O)c2ccccc2n2c(CCC(=O)N3CCN(c4ccccc4)CC3)nnc12 | u

(next part)
molecule | Pf Dd2 inh
CCC1Oc2ccc(NC(=O)Cc3ccc(F)cc3)cc2CN(Cc2ccc(Cl)cc2)C1=O (stereo not given) | -9%
CN(C)c1ccc2ncc(Nc3ccc(Cl)cn3)n2n1 | -23%[44.1 µM]
COc1cc(OC)cc(-c2onc(C)c2C(=O)NCCC(c2ccccc2)c2ccccc2)c1 | u
Cc1nn(C)c2c1c(-c1ccccc1)cc(=O)n2Cc1ccc(Cl)cc1 | i
CCOC(=O)c1c(C)[nH]c(CCC(=O)Nc2cc(Cl)ccc2OC)c1C | -24%
COc1cc(NS(=O)(=O)c2cc3[nH]c(=O)[nH]c3cc2C)cc(OC)c1OC | 21%
N#Cc1ccc(CN2C[C@@H](NC(=O)c3cccnc3)C[C@H]2CO)cc1 | -20%
CSc1nc2sc3c(c2c(=O)n1-c1ccccc1C)CCCC3 | i
COc1ccc(CNC(=O)c2ccc3c(c2)N(Cc2ccccc2F)C(=O)c2ccccc2S3=O)cc1 (stereo not given) | i
CN(C)CC(=O)N1Cc2ccccc2CC2(CCN(CC3CCOCC3)C2)C1 (stereo not given) | -21%
Cc1cccc(CN2CC(Oc3cccc(C(=O)NCC4CC4)c3)C2)c1 | u
CCOc1ccc(Nc2oc(-c3ccc(COc4ccc(OC)cc4)o3)nc2C#N)cc1 | u
O=C1C(OCC2CC2)C2(CCOCC2)N1C1CCNCC1 (stereo not given) | 11%
COc1ccc(C(=O)Nc2ccc3c(c2)N(C)C(=O)c2ccccc2S3)cc1OC | u
CN(C)CCNC(=O)Cc1ccc(NC(=O)N2CCCCc3ccccc32)cc1 | i
CCc1ccc(NC(=O)CCNS(=O)(=O)c2ccc3c(c2)oc(=O)n3C)cc1 | u
O=C(c1ccc2c(c1)N(Cc1c(F)cccc1Cl)C(=O)c1ccccc1S2)N1CCCC1 | u
Cc1ccc(C(=O)NCC(c2ccc3c(c2)OCO3)N2CCN(C)CC2)cc1C (stereo not given) | u
O=C(c1cc(-c2ccccc2)n[nH]1)N1CCc2c(nc(-c3ccc(F)cc3)[nH]c2=O)C1 | -18%
Cc1oc2c(c1C(=O)N1CCOCC1)CN(C(=O)c1ccncc1)CC2 | -28%
COc1ccc(-n2ncc3c2CC(C)(C)CC3NC(=O)c2cc(C)[nH]n2)cc1 (stereo not given) | -12%
COc1cc(CNC(=O)CSCc2nc3cccnc3n2C2CCCCC2)cc(OC)c1OC | u
CCOc1ccc(C(=O)N2CCC3(CCNC(=O)CC3)CC2)cc1 | -22%
COc1ccc2[nH]cc(CCNC(=O)C3(Cc4ccccc4)CCCCC(=O)N3)c2c1 (stereo not given) | 2µM*
OC1(CN2CCN(CCc3ccccn3)CC2)CNCCOC1 (stereo not given) | 2%
CCCCOc1ccc(NC(=O)Cn2nnnc2-c2ccccc2F)cc1 | i
CN1C[C@H](NC(=O)NC2(c3ccccc3)CCOCC2)CCC[C@@H](C(=O)NCc2cc(F)cc(F)c2)CC1=O | i
Cc1cccc(OCC(=O)N2CCC(c3nc4ccccc4o3)CC2)c1C | -4%
c1ccc(COc2ccccc2CN2CCC3(CCNCC3)C2)cc1 | u
CCCNc1cc(N2CCC(CCC(=O)Nc3ccc4c(c3)OCCO4)CC2)ncn1 | i
CCC(=O)N1CCN(c2nc3c(s2)CC(C(=O)Nc2ccc(OC)cc2)CC3)CC1 (stereo not given) | i
COc1ccc(-c2cc3c(cn2)CN(Cc2ccncc2)CCN3)cc1 | -25%[44.1 µM]
O=C(Nc1nnc(S(=O)(=O)N2CCCCCC2)s1)c1ccc(Cl)cc1 | 30%
CC(=O)c1sc(NC(=O)c2c(-c3ccccc3)c(-c3ccccc3)nn(C)c2=O)nc1C | 11%
CCCNC(=O)CCSc1nc(-c2ccc3c(c2)OCO3)cc(C(F)(F)F)n1 | 5µM*
COc1ccc(/C=C/C(=O)Nc2sc3c(c2C(N)=O)CCCC3)cc1 | 5%
COc1ccc2[nH]cc(CCNC(=O)Nc3ccccc3C)c2c1 | 14%
Cc1cnc(C(=O)NC2C[C@H]3CC[C@@H](C2)N3C(=O)c2cc(F)ccc2F)cn1 (stereo not given in full) | -10%
